# FAS-TE inh – inhibitors of human fatty acid synthase thioesterase domain; P49327; recombinant FAS-TE, OMFH fluorogenic substrate, fluorescence endpoint; inhibition, % at 15 µM; 0.67% of 360,000 active;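 active means compounds whose normalised, plate-corrected inhibition of enzyme fluorescence in the single-dose primary screen is 50% or more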;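 further: 0% = DMSO with enzyme and 100% = substrate without enzyme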
# CSN inh – CSN deneddylation inhibition; Q92905; Purified CSN, SCF-Nedd8-OG deneddylation, fluorescence polarization; inhibition, % at 12.5 µM; 0.38% of 360,000 active;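 active means pattern-corrected inhibition above about 35%, with an unprinted fluorescence ratio check between 0.5 and 1.5, limit read from the data, passing the limit was not always enough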;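 further: 0% = enzyme with substrate and 100% = substrate without enzyme; some results filed as inactive read as strong as hits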
# Target sequence (Q92905 whole entry, looked up, one chain of several): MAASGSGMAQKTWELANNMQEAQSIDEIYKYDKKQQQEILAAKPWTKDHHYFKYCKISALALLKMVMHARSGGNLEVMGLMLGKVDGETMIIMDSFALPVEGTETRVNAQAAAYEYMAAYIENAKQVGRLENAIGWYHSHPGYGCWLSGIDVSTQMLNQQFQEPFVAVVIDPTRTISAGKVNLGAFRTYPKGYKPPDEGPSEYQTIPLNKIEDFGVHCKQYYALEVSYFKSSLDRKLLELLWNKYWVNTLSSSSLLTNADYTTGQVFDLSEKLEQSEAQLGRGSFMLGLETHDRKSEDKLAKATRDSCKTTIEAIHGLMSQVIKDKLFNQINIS
#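 test system = HEK293T-derived human Csn5 enzyme | amount = 0.24 nM Csn5 enzyme, final concentration | medium = Tris/NaCl/DTT buffer, pH 7.5 | schedule = 90 min reaction at room temperature | signal = FP | evaluation = inhibition of Csn5 cleavage, % | compound dosing = single dose of 12.5 µM compound with 0.25% DMSO | probe or stimulus = 10 nM SCFSkp2-Nedd8OG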
# Tb MetRS inh – blocks T. brucei methionyl-tRNA synthetase activity. purified T. brucei MetRS, ATP depletion, Kinase-Glo luminescence. inhibition, % at 11.9 µM. 0.4% of 360,000 active;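 active means inhibition above a per-plate cutoff of the control wells' mean inhibition plus 3 SD, cut at about 5.5% in these data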;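 further: 0% = DMSO wells median and 100% = median of wells with control inhibitor compound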
#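 Material – parasite MetRS enzyme · Medium – HEPES-MgCl2-KCl buffer plus DTT, spermine, BSA, pyrophosphatase · Reagent – ATP, methionine and E. coli bulk tRNA substrates · Times – 15 min enzyme-compound preincubation, 2 h reaction, 10 min detection, 25 °C · Measured by – luminescence of leftover ATP · Evaluation – percent inhibition relative to median high and low control wells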
# MsrA inhibitor – inhibitors of bovine MsrA; inhibition, % at 15.5 µM; 0.75% of 360,000 active; purified bovine MsrA, absorbance read-out; in the data active means inhibition above about 4.5%;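 further: 0% = vehicle wells with enzyme and 100% = reference inhibitor wells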
# Neddylation inh – blocks human cullin neddylation; TR-FRET cullin neddylation, biochemical; calls only at 25 µM; 0.58% of 360,000 active; AID 651699; in the data active means inhibition above about 36%
# Rin1 Abl inh – human Rin1-Abl interaction inhibition; AID 588664; TR-FRET Rin1/Abl binding, biochemical; P00519+Q13671; inhibition, % at 7.35 µM; 0.4% of 360,000 active; in the data active means inhibition above about 5%, passing the limit was not always enough
# PABP1 MLLE inh – inhibitors of microRNA-mediated deadenylation, human PABP1 MLLE binding | GST-MLLE / FITC-PAM2 fluorescence polarization | 0.36% of 360,000 active | inhibition, % at 20 µM | P11940; in the data active means inhibition above about 35%, passing the limit was not always enough;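 further: plate controls were DMSO wells with GST-MLLE for no effect and wells lacking GST-MLLE protein for full effect; some results filed as inactive read as strong as hits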
# Target sequence (P11940 whole entry, looked up): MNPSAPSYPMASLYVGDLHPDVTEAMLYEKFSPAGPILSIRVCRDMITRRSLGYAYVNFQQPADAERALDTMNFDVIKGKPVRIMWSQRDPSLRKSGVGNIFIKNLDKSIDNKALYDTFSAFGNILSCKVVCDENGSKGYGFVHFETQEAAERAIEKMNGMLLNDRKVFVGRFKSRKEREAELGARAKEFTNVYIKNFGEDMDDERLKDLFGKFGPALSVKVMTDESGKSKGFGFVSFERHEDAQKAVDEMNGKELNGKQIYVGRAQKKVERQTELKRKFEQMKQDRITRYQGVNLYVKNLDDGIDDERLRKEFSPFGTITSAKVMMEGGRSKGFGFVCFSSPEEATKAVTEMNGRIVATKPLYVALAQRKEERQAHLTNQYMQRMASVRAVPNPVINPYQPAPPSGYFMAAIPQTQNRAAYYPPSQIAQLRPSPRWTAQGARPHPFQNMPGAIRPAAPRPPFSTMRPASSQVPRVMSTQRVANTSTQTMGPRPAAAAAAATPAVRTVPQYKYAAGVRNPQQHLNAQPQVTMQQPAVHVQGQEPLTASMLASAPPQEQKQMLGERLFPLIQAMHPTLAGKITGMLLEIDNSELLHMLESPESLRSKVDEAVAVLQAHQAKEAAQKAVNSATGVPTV
# eLon inh – inhibits E. coli Lon protease; inhibition, % at 7.94 µM; AID 602123; 0.42% of 360,000 active; purified E. coli Lon protease, fluorescence polarization; P0A9M0; in the data active means inhibition above about 13%, passing the limit was not always enough;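 further: 0% = enzyme with probe and DMSO and 100% = no enzyme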
# MsrA act – activators of bovine methionine sulfoxide reductase A; purified bovine MsrA, absorbance read-out; activation, % at 10.6 µM; 0.3% of 360,000 active; AID 602163; in the data active means activation above about 7.5%;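 further: 0% = vehicle and 100% = reference activator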
# Starred values were filed as active, the others as inactive; i = inactive; · = no result given.
SMILES,FAS-TE inh,CSN inh,Tb MetRS inh,MsrA inhibitor,Neddylation inh,Rin1 Abl inh,PABP1 MLLE inh,eLon inh,MsrA act
COc1ccc(N(C(=O)C2COc3ccccc3O2)C(C(=O)NC2CCCCC2)c2ccccc2)cc1OC (centres undefined),15.0,-10.1,0.1,3.4,i,-0.9,-8.2,-3.6,-2.6
CCn1c(SCC(=O)N2CCOCC2)nc2c([nH]c3ccccc32)c1=O,-2.6,2.1,-0.5,-0.3,i,-4.6,-2.5,-4.2,-2.1
COc1cc(-c2nc3cnccn3c2Nc2ccc(C(C)C)cc2)ccc1O,2.5,2.5,0.4,1.9,·,0.2,-0.4,-7.6,-3.7
CCNS(=O)(=O)c1ccc(CCC(=O)N2CCC(C)CC2)cc1,-3.9,-3.4,-0.1,-0.1,i,0.5,-5.4,-4.6,-2.2
CCN(CC)CCNC(=O)c1ccc(Sc2ccc(C)cc2)c(NC(C)=O)c1,-3.1,-2.1,-0.3,-0.8,i,5.1,-7.2,0.6,-4.7
COC(=O)c1c(-c2ccccc2)c[nH]c1C,-4.5,-5.2,-0.5,-1.0,i,0.1,8.6,16.2,-2.1
CCCCOc1ccc2ccccc2c1C=O,14.1,6.4,0.2,-0.8,i,-2.9,-6.2,-0.4,-3.6
CN(C)C(=O)c1cc2cc([N+](=O)[O-])ccc2s1,2.7,-1.1,-1.3,3.3,i,-2.8,1.8,7.0,-2.2
Cc1cc(C)cc(OCC(=O)N2CCN(c3ncccn3)CC2)c1,-7.3,0.3,-0.3,0.0,i,-4.1,2.7,-8.0,-0.1
COc1ccc(N2CCN(C(=O)/C=C/[C@H]3O[C@@H](n4ccc(=O)[nH]c4=O)[C@H](O)[C@@H]3O)CC2)cc1,-7.9,-1.1,-0.1,-1.1,i,1.8,6.7,-18.3,-0.1
O=C1CC(C(=O)NCc2ccccc2)N=C(N2CCCCC2)N1 (centres undefined),-3.5,3.8,-0.4,0.1,i,-2.7,-9.1,-2.8,-0.3
Cc1cccc(C)c1NC(=O)C1c2ccccc2OCC(=O)N1CCc1ccccc1 (centres undefined),-5.4,0.2,-2.3,1.3,i,·,·,-1.6,-11.3
Cc1ccc(C)c(N2CCN(S(=O)(=O)c3ccc4c(c3)oc(=O)n4C)CC2)c1,33.6,1.1,-0.2,-0.2,i,-2.1,-0.4,-11.1,0.1
CCCOC(=O)c1ccc(NC(=O)C(=O)NCC2CCCO2)cc1 (centres undefined),-9.1,1.2,-1.0,-0.5,i,2.4,0.2,1.6,-12.1
CC(C)(C)OC(=O)NCCC(=O)N/N=C/c1ccc2nccnc2c1,-4.1,-3.3,0.2,2.6,i,-2.2,-9.1,1.1,-2.2
CC(=O)Nc1cccc(-c2nnc(SCc3ccccc3C#N)n2C)c1,-9.0,1.1,-0.2,0.8,i,-1.2,-11.2,-3.1,-1.8
CCOc1ccc(NC(=O)COC(=O)c2cc(S(=O)(=O)N3CCCC3)ccc2C)cc1,22.4,-4.4,0.2,0.3,i,0.2,-66.9,-1.5,-1.1
CC(C)n1c(N2CCN(C(=O)c3cccs3)CC2)nc2ccccc21,-0.6,5.7,-0.6,0.2,i,3.0,-6.5,-2.6,-2.7
CC(=O)c1ccc(NS(=O)(=O)c2ccc([N+](=O)[O-])cc2)cc1,9.2,-3.5,-0.2,3.6,i,1.5,-2.0,0.1,-3.8
NC(=S)NN=C(c1ccccc1)c1ccccc1,-0.6,-0.3,-1.0,0.6,i,-0.2,-36.8,-0.9,-3.1
O=C1c2ccccc2C(=O)N1CCn1nc(Cl)nc1Cl,-10.2,-3.8,-1.9,2.8,i,0.7,-1.1,-4.6,-9.9
CCCCNC(=O)Cn1nc(C)c(S(=O)(=O)N2CCOCC2)c1C,-8.5,-0.8,0.2,0.7,i,-0.1,13.1,-3.8,-2.1
O=C(COc1ccc2c(c1)OCO2)NCc1cccs1,-5.2,-2.6,-0.2,0.4,i,0.7,-7.4,3.2,-4.8
CCCOc1ccc(N2C(=O)C3ON(c4ccccc4)C(CCC)C3C2=O)cc1 (centres undefined),14.2,-1.5,-1.0,0.9,i,2.6,9.6,-11.9,-2.5
Cc1ccc(C(=O)Nc2ccccc2Oc2ccccc2)cc1[N+](=O)[O-],32.4,-3.7,0.4,-0.3,i,-0.7,-4.1,-8.6,-3.0
O=C(CSc1nccn1Cc1ccco1)Nc1ccccc1F,-6.1,3.7,-0.1,-0.8,i,-2.7,-26.5,-10.7,-3.6
Fc1ccc(Nc2nc(Oc3ccc4c(c3)OCO4)nc(N3CCOCC3)n2)c(F)c1,-0.8,2.9,-0.6,-0.9,i,0.3,-5.5,-12.2,-1.1
CCOC(=O)CSc1nnc(CNC(=O)c2ccc(S(=O)(=O)N3CCCCC3)cc2)n1C,-1.9,-3.0,0.2,-0.5,i,0.2,-17.8,0.0,-2.6
N#Cc1nc(-c2ccco2)oc1N1CCN(C(c2ccccc2)c2ccccc2)CC1,39.6,-1.9,-0.9,-1.1,i,3.7,6.3,-1.4,-6.2
O=C(Nc1ccc2c(c1)OCCO2)c1c(F)cccc1F,-5.6,1.5,-0.6,·,i,-2.9,17.4,2.1,1.8
O=C(Nc1ccccc1C(=O)NCCc1ccccc1)c1cnccn1,-0.7,-1.0,1.2,0.4,i,0.8,-23.0,-3.9,-1.4
O=C(C1CCN(S(=O)(=O)c2cccnc2)CC1)N1CCN(C2CCCC2)CC1,-2.9,1.6,-1.8,·,i,-0.5,9.4,-12.9,-11.4
Cc1cc(Br)ccc1NC(=O)CN(C)C(=O)COc1cccc2c1OC(C)(C)C2,-2.0,1.8,-0.4,-1.5,i,1.4,-1.7,5.0,-4.9
CCc1ccccc1NC(=O)c1ccc2snnc2c1,-4.2,5.1,-1.1,-0.7,i,-1.0,-0.7,11.2,-6.4
Nc1cccc(C(=O)c2ccccc2C(=O)O)c1,-6.2,-4.4,0.1,0.3,i,-0.7,-1.7,-10.0,-2.1
Cc1nnc(SCC(=O)Nc2nc(-c3ccc(F)cc3)cs2)[nH]c1=O,-0.4,5.4,-0.4,-2.1,i,-2.2,-8.0,-4.5,-2.0
N#Cc1ccccc1S(=O)(=O)N1CCN(C(=O)c2cc(=O)[nH]c3ccccc23)CC1,1.5,0.9,-0.1,0.7,i,0.7,-3.0,-5.1,-3.2
COCCCn1nnnc1SCC(=O)Nc1nc(C)c(C)s1,-5.6,4.1,-0.5,0.0,i,-0.5,13.9,-3.4,-3.1
CC(C)CNc1nc2c(c(=O)n(C)c(=O)n2C)n1Cc1cccc(Br)c1,-0.9,-5.3,-0.9,-1.0,i,-2.2,0.9,-0.9,0.1
Nc1nn(-c2ccccc2)c(N)c1N=Nc1ccccc1,2.6,4.3,-0.3,4.0,i,-1.1,7.6,-3.4,-6.0
COC(=O)c1ccc2ccccc2n1,-1.2,2.1,0.1,·,i,-1.7,6.5,-4.4,-5.8
Cc1onc(-c2ccccc2)c1C(=O)NC(=S)NNC(=O)c1ccc(O)cc1O,-5.1,-1.7,0.1,2.5,i,-1.9,18.8,7.0,-2.6
CC(C)NC(=O)CCCN1C(=O)c2ccccc2Sc2ncccc21,-2.6,-4.5,1.8,-0.8,i,3.0,8.7,-9.9,-1.4
CN(CC(=O)NCC1CCCCC1)CC(=O)Nc1ccc(F)cc1,0.9,-2.8,0.1,0.4,i,-2.5,-15.1,2.7,-3.9
CC(=O)Nc1cccc(NC(=O)c2cc([N+](=O)[O-])ccc2N2CCCCC2)c1,31.9,-4.1,-0.3,1.2,i,-1.9,-5.7,-3.4,2.2
CC1(C)CC(=O)C2=C(C1)OC(N)=C(C#N)C2C#Cc1ccccc1 (centres undefined),5.7,-2.7,1.6,0.2,i,-2.5,-2.0,-11.4,-1.1
COc1ccc(OC)c(C2NC(=O)NC(C)=C2C(=O)Nc2ccc(C)cc2)c1 (centres undefined),-2.3,-7.5,-0.1,0.5,i,-1.8,-7.1,-4.5,-0.4
Cc1cc(N=Cc2c(O)ccc3ccccc23)no1,-5.9,6.7,0.3,0.1,i,0.8,14.4,-3.3,-3.1
N#CCSc1nc(-c2ccccc2)c2cc(Cl)ccc2n1,2.3,-4.7,-0.5,0.5,i,-2.2,11.2,-0.1,-1.1
c1ccc(-c2cnc(CN3CCN(c4ccccc4)CC3)o2)cc1,0.9,3.1,0.1,-0.1,i,-1.2,21.3,-8.8,-1.8

# Retrieved by compound from the entries so far:
SMILES,FAS-TE inh,CSN inh,Tb MetRS inh,MsrA inhibitor,Neddylation inh,Rin1 Abl inh,PABP1 MLLE inh,eLon inh,MsrA act
c1ccc(-c2cnc(CN3CCN(c4ccccc4)CC3)o2)cc1,0.9,3.1,0.1,-0.1,i,-1.2,21.3,-8.8,-1.8
Cc1onc(-c2ccccc2)c1C(=O)NC(=S)NNC(=O)c1ccc(O)cc1O,-5.1,-1.7,0.1,2.5,i,-1.9,18.8,7.0,-2.6

# The listing picks up; the two compounds before the break are reprinted first.
SMILES,FAS-TE inh,CSN inh,Tb MetRS inh,MsrA inhibitor,Neddylation inh,Rin1 Abl inh,PABP1 MLLE inh,eLon inh,MsrA act
N#CCSc1nc(-c2ccccc2)c2cc(Cl)ccc2n1,2.3,-4.7,-0.5,0.5,i,-2.2,11.2,-0.1,-1.1
c1ccc(-c2cnc(CN3CCN(c4ccccc4)CC3)o2)cc1,0.9,3.1,0.1,-0.1,i,-1.2,21.3,-8.8,-1.8
O=C(CN1C(=O)C2CCCCC2C1=O)N1CCN(c2ccc(F)cc2)CC1 (centres undefined),-7.0,4.9,-0.8,-1.9,i,-0.9,17.0,2.3,-4.2
O=C(NC(=S)NCc1ccccc1Cl)c1cccs1,21.3,1.7,-0.1,-0.3,i,2.7,26.8,5.0,-1.4
Cc1ccc(OCC(O)CN2CCN(c3ccccc3)CC2)cc1 (centres undefined),-2.2,4.1,-1.3,-0.9,i,-3.0,-15.1,2.2,-9.3
C[C@H](NC(=O)C1CC(=O)N(c2ccc3c(c2)OCCO3)C1)C(=O)N1CCC(C(=O)O)CC1 (some centres undefined),-4.8,5.2,-0.7,-1.9,i,3.9,-15.6,-0.2,-11.9
N#C/C(=C\c1ccc(N2CCOCC2)o1)C(=O)NCCc1ccccc1,18.6,98.4*,1.0,-0.1,i,-10.2,-122.0,i,-0.6
CCOC(=O)CSc1nnc(CNC(=O)c2ccc(S(=O)(=O)N(C)C)cc2)n1C,-8.6,-0.3,-1.2,-0.1,i,-4.9,-1.6,3.2,-10.6
COc1ccc(-n2c(C)nn(CCOc3ccccc3)c2=O)cc1,-2.9,-4.8,-0.4,1.4,i,0.8,-4.2,-2.3,-1.3
COc1cc(C2CC(=O)NC(SCC(=O)Nc3ccccc3C)=C2C#N)ccc1O (centres undefined),-8.9,-6.3,-0.6,1.0,i,-0.4,10.8,1.4,-1.3
COc1ccc(-c2nc(CN3CCCC(C(=O)NC4CCCC4)C3)c(C)o2)cc1 (centres undefined),-1.7,4.7,-0.9,0.3,i,5.6,-6.6,-5.1,0.6
CC1=Nc2ccccc2/C1=C\c1nc(-c2ccccc2)oc1O,11.8,15.7,-0.4,0.0,i,-3.4,-86.4,-94.9,-0.8
Cc1ccccc1Nc1cc(C(=O)NCC2CCCO2)c2ccccc2n1 (centres undefined),-3.1,-4.5,-0.7,1.4,i,-1.7,11.2,-3.2,-10.6
CC1(C)CC2(CC(c3ccccc3F)c3cc(Cl)c(O)cc3O2)NC(=S)N1 (centres undefined),10.1,-10.2,-0.2,1.1,i,3.0,-133.5,2.8,-1.4

# Assay outcomes (PubChem)
